Screening data as filed in PubChem BioAssay.
MITF act: increases MITF-driven TRPM1 promoter luciferase signal; SK-MEL-5 TRPM1-promoter luciferase, 24 h; % of positive control, neutral wells = 0; activation, % at 12.5 µM; 0.75% of 300,000 active; AID 588334;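 active means mean activation of at least 80% with every replicate also reaching 80%; inconclusive means mean reaches 80% but some replicate falls short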;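 further: 0% = neutral control wells and 100% = parthenolide positive control wells; values of inactives mirror those of a sister screen read the other way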
Rtt109 HAT inh: blocks Candida albicans Rtt109/Vps75 acetyltransferase activity; purified Rtt109/Vps75, ThioGlo CoA-SH fluorescence, 4 h; inhibition, % at 34.9 µM; 0.16% of 330,000 active;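 active means inhibition of at least 50% in every replicate; inconclusive means best replicate reaches 50% inhibition but some replicates fall short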
Target sequence (Q5AAJ8 whole entry, looked up): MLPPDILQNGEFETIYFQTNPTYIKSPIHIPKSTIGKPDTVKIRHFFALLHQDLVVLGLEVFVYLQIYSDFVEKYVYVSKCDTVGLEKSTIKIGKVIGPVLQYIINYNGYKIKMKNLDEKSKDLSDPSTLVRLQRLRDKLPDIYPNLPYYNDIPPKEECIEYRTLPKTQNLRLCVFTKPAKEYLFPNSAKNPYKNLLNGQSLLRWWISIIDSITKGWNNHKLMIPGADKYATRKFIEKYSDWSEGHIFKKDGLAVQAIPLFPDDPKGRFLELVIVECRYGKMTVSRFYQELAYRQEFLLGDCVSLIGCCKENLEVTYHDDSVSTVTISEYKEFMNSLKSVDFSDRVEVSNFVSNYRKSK
SR-BI HDL uptake: mouse SR-BI HDL lipid transfer inhibition | ldlA[mSR-BI] CHO cells, DiI-HDL uptake fluorescence, 3 h | AID 488896 | inhibition, % at 12.5 µM | 0.96% of 320,000 active | Q61009;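 active means mean replicate inhibition of at least 70% and a set share of replicates each scoring 70 or more; inconclusive means meets just one of the two criteria; inactive means fails both criteria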;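 further: 0% = median of neutral control wells and 100% = median of positive control wells; values of inactives mirror those of a sister screen read the other way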
Target sequence (Q61009 whole entry, looked up): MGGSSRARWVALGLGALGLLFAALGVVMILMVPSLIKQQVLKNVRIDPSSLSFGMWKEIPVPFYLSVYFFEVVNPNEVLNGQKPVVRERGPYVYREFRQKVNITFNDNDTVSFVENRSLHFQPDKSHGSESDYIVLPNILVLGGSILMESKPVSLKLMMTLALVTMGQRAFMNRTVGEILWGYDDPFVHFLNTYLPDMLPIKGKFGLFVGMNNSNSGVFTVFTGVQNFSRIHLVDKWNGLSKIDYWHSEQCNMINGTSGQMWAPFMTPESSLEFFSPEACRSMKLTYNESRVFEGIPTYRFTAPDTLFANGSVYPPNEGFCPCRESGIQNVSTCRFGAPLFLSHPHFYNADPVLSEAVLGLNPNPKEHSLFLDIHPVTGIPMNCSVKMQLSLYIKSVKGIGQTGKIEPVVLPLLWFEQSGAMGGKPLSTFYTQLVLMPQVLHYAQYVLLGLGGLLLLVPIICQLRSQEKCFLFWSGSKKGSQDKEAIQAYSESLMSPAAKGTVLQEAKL
NSD2 HMT inh: inhibitors of human histone methyltransferase NSD2. NSD2 peptide methylation, AlphaScreen, 120 min. inhibition, % at 12.5 µM. 0.54% of 310,000 active. AID 743445; in the data active means inhibition above about 50%
PfHsp90 yeast 2: inhibits growth of yeast expressing Plasmodium falciparum Hsp90; S. cerevisiae expressing PfHsp90, BacTiter-Glo ATP, 48 h; yeast lacking PDR1 and PDR3 efflux regulators; inhibition, % at 9.4 µM; 0.32% of 310,000 active; AID 504621;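 active means every replicate shows inhibition above about 80%, whatever the replicate mean, limit read from the data; inconclusive means mean inhibition reaches the set limit but some replicate falls short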;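 further: 0% = DMSO neutral controls and 100% = 20 µM radicicol positive controls; yeast relying on Plasmodium falciparum Hsp90 in place of its own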
CAL PDZ FP-1: CAL PDZ (human) peptide binding inhibition | 0.92% of 300,000 active | purified CAL PDZ, TMR-peptide fluorescence polarization, 1 h | AID 602252 | inhibition, % at 24.9 µM | Q9HD26;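 active means mean inhibition of at least 30% with at least half of replicates also reaching 30%; inconclusive means no clear call, values can overlap the other calls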;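 further: 0% = DMSO neutral control and 100% = excess unlabeled competitor peptide PRC23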
dFosB act: mouse delta FosB homodimer activation. purified delta FosB, TAMRA-CDK5 oligo fluorescence polarization; percent of positive-control signal above neutral wells. activation, % at 25 µM. 0.99% of 340,000 active. AID 493131;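 active means mean activation above about 17%, with every replicate also reaching it, limit read from the data, passing the limit was not always enough; inconclusive means only one of the two conditions met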;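 further: fluorescence polarization rise as delta FosB binds a TAMRA Cdk5 AP-1 oligo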
PvdQ acylase: P. aeruginosa PvdQ acylase inhibition. AID 488965. purified PvdQ acylase, fluorescence plate reader. 0.063% of 340,000 active. inhibition, % at 10 µM; in the data active means inhibition above about 30%, passing the limit was not always enough; inconclusive means no clear call, values can overlap the other calls;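 further: 0% = vehicle neutral wells and 100% = reference inhibitor wells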
CAL PDZ FP-2: human CAL PDZ-peptide interaction inhibition. purified CAL PDZ, TMR-peptide fluorescence polarization, 1 h. inhibition, % at 20 µM. 0.02% of 330,000 active. AID 504414;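 active means highest replicate inhibition of at least 40%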;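 further: plate controls were DMSO neutral control wells for no effect and unlabeled competitor peptide control wells for full effect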
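Material: tagged CAL PDZ domain; buffer or medium: 25 mM sodium phosphate pH 7.4, 150 mM NaCl, TCEP, IgG, Thesit; compound dosing: single point, 20 µM; schedule: 1 h incubation at room temperature before polarization reading; measured by: FP readout, S and P plane fluorescence; read-out basis: percent inhibition from loss of millipolarization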
SR-BI uptake up: enhances SR-BI lipid uptake from DiI-HDL; CHO ldlA[mSR-BI] cells, DiI-HDL uptake fluorescence, 3 h; 100 = double the neutral-control signal; activation, % at 12.5 µM; 0.096% of 320,000 active; AID 504775;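 active means mean replicate activation of at least 60% and every replicate at or above 60%; inconclusive means mean or all-replicate condition met, but not both; inactive means mean below 60% and not all replicates reaching 60%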;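 further: 0% = median plate neutral-control signal and 100% = twice that signal; values of inactives mirror those of a sister screen read the other way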
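Material: SR-BI-overexpressing, LDLR-lacking CHO cells | Dosing: Single compound concentration, delivered by pin transfer | Probe or stimulus: Labelled HDL, 10 µg/mL | Signal: Bottom-read cell fluorescence after medium removal, ex 550/em 595 nm | Schedule: 3 h, 37 °C | Evaluation: HDL uptake via cellular fluorescence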
Starred values were filed as active, the others as inactive; ? = inconclusive; nt = no result given.

SMILES	MITF act	Rtt109 HAT inh	SR-BI HDL uptake	NSD2 HMT inh	PfHsp90 yeast 2	CAL PDZ FP-1	dFosB act	PvdQ acylase	CAL PDZ FP-2	SR-BI uptake up
Cc1cc(-c2nn(-c3ccccc3F)cc2CN2CCCC(CO)C2)c(C)s1 (configuration not stated)	5	1	-15	6	-33	-2	-1	-10	-0.5	15
Cc1c(NC2(c3nnnn3-c3ccc(Br)cc3)CCCCC2)c(=O)n(-c2ccccc2)n1C	-2	13	-18	-1	18	-2	-6	10	-0.9	18
CN(C(=O)c1ccc(NC(=O)Cc2cccc(NC(=O)C3CCCN(C(=O)C4CCCC4)C3)c2)cc1)C1CC1 (configuration not stated)	8	-4	40	nt	0	-2	-2	1	-0.4	-40
COc1ccc(N2CCN(C(=O)c3cc(N4C(=O)C5C6CCC(C6)C5C4=O)ccc3Cl)CC2)cc1 (configuration not stated)	1	0	-18	3	-1	0	-9	-1	0.9	18
CN(Cc1ccccc1)C(=O)C1CCCN(Cc2ccc(Cl)cc2)C1 (configuration not stated)	-7	-1	-24	1	-1	-17	-5	-17	-2.6	24
CCCNC(=O)N1CCN(c2nc(C(C)C)c3c(c2C#N)CC(C)(C)OC3)CC1	-14	-11	45	nt	-23	nt	-14	-15	-0.9	-45
O=C(CSCc1nc2ccccc2[nH]1)Nc1ccc(Oc2ccccc2)cc1	-2	3	-7	-1	4	1	-3	-10	-0.9	7
CN(CC(=O)Nc1ccccc1N1CCOCC1)CC(=O)Nc1ccc(F)c(F)c1F	10	-3	31	2	2	-1	1	-7	-2.2	-31
CCCc1ccc(OCc2ccc(C(=O)Nc3cccc(C)n3)o2)c(OC)c1	14	-1	3	1	1	0	-7	-5	-2.3	-3
CC1(C)Cc2nc3oc4c(=O)n(CC(=O)Nc5ccc(Cl)cc5)cnc4c3cc2CO1	nt	-7	2	-2	-13	nt	-6	-16	-2.1	-2
COc1ccccc1CNC(=O)CCN1C(=O)COc2ccc(C)cc21	8	8	36	-7	nt	-2	-7	-16	-2.6	-36
CCc1c(O)nc(SCC(=O)Nc2ccc3c(c2)CCC3)[nH]c1=O	-5	?	-2	2	9	nt	4	-1	0.8	2
Fc1ccc(CNC(=S)NCc2ccccc2)cc1	13	0	-7	-2	nt	-2	-9	-8	-5.2	7
Cc1ccccc1OCCCC(=O)Nc1nccs1	11	nt	7	nt	5	-1	0	-15	-2.7	-7
CCOC(=O)CC1C(=O)NCCN1Cc1cccc(OC)c1 (configuration not stated)	4	16	-30	nt	8	nt	-5	3	-0.3	30
COc1ccc(-n2nc(C(=O)NCC(=O)NCC3CCCO3)c3ccccc3c2=O)cc1Cl (configuration not stated)	0	2	10	1	-8	-3	-19	8	-1.2	-10
C=CCn1c(CSc2nc3ccccc3s2)nnc1SCC(=O)NCc1ccccc1	-9	9	-13	-1	-22	-8	-5	-7	-1.2	13
COc1ccc(-c2csc(C)n2)cc1	nt	3	1	-4	20	-2	0	-15	-2.0	-1
CC(NC(=O)c1cc(S(=O)(=O)N(C)C)ccc1Cl)c1ccc(-n2ccnc2)cc1 (configuration not stated)	-14	4	-19	-2	-5	-5	-5	3	-1.6	19
CCCCn1c(N)c(N(CC)C(=O)C2CCCC2)c(=O)[nH]c1=O	-6	3	-6	0	nt	-1	4	-15	-0.1	6
COc1ccc2[nH]c3nc(SC(C)C)nnc3c2c1	-4	5	0	0	3	-1	-8	-7	-1.2	0
Cc1ccc(-n2nc(C(=O)O)c3ccccc3c2=O)cc1C	-5	4	11	-2	7	-2	-1	8	-1.1	-11
CC(C)NC(=O)COC(=O)c1ccc(NS(=O)(=O)c2ccc3c(c2)OCCO3)cc1	nt	10	-29	0	-15	-3	-11	8	0.8	29
CCOC(=O)NC(NC(=S)Nc1ccc(OCC)cc1)C(Cl)(Cl)Cl (configuration not stated)	-10	-2	-12	-1	8	3	-3	-14	0.0	12
Cn1cccc1C(=O)c1cccc([N+](=O)[O-])c1	-2	18	-6	-4	-10	-3	-4	10	-1.4	6

More structures
SMILES	MITF act	Rtt109 HAT inh	SR-BI HDL uptake	NSD2 HMT inh	PfHsp90 yeast 2	CAL PDZ FP-1	dFosB act	PvdQ acylase	CAL PDZ FP-2	SR-BI uptake up
Cc1ccc(C)c(N2CCN(C(=O)CCS(=O)(=O)c3ccc4c(c3)CCN4C(=O)C3CC3)CC2)c1	2	11	5	-2	-12	-5	-10	-14	-2.4	-5
Nc1nc(-c2ccc(Cl)cc2)c(N=Nc2ccc(S(=O)(=O)N3CCOCC3)cc2)s1	-15	12	24	28	2	-1	-3	-5	0.0	-24
CC(C)=CCC/C(C)=C/CNC(=O)C[C@H]1C[C@H](C(=O)N2CCOCC2)[C@@]2(CCC3CCCC3)c3[nH]c4cc(-c5ccco5)ccc4c3CCN2C1=O	-18	-3	-2	nt	2	-1	-7	-20	0.2	2
COc1cc(OC)cc(C(=O)NC(=S)Nc2ccc(N3CCCC3)cc2)c1	-12	1	?	7	3	2	5	-1	1.2	-70
CC1CN(CC(O)COC2CCC(C(C)(C)C)CC2)CC(C)O1 (configuration not stated)	9	-5	-25	0	-5	-4	-5	-2	-1.4	25
CCCn1c(=O)c2ccccc2n2c(SCC(=O)/C(C#N)=C(\C)N)nnc12	0	3	6	3	1	-2	3	-9	-1.8	-6
CN(C)N1C(=O)CC(N2CCCC2)C1=O (configuration not stated)	22	-1	-21	-3	27	7	-8	-6	-1.6	21
CC(C)c1ccc(Nc2ncccc2C#N)cc1	41	6	-10	-3	20	-6	0	-13	-0.8	10
O=C(Nc1ccc(-c2nnc3n2CCCCC3)cc1)c1cc2ccccc2o1	-12	-1	15	0	9	-2	-9	-11	-4.5	-15
Cc1ccc(NC(=O)[C@@H]2CCCN2C(=O)[C@@H]2Cc3ccccc3CN2)c(C)c1	-2	6	-4	1	18	2	0	-10	-0.6	4
O=C1CC(c2ccco2)CC2=C1C=Nc1ccccc1N2 (configuration not stated)	-4	0	14	2	20	-5	-11	-6	0.2	-14
COc1ccc(C)c2sc(=NC(=O)c3ccc(C(C)=O)cc3)n(C)c12	?	2	nt	4	-11	1	-5	-14	-0.3	nt
CCn1cc(C(=O)NCCCN2CCC(C)CC2)c(=O)c2cc(S(=O)(=O)N(C)C3CCCCC3)ccc21	5	-1	-13	6	14	-3	6	4	-3.1	13
CS(=O)(=O)N(CC(=O)N1CCN(c2ccc(F)cc2)CC1)c1ccc(F)c(Cl)c1	2	-1	17	-2	nt	nt	-8	2	-2.1	-17
Cc1nn(CCCC(=O)Nc2cccnc2)c(C)c1[N+](=O)[O-]	9	-2	nt	-4	-3	-4	-16	-10	-1.9	nt
O=C(Cc1ccccc1)NCC(=O)OC(c1ccccc1)c1ccccc1	3	9	-2	-1	0	10	-7	7	-3.2	2
COCCNc1ccc([N+](=O)[O-])cc1C(=O)Nc1cccc(C)n1	2	2	6	nt	49	0	-9	-8	-2.0	-6
COC(=O)N/N=C/c1c(C)nn(-c2cccc(Cl)c2)c1Cl	11	3	17	-3	-49	-1	-2	-5	-2.5	-17
CN(C)/N=C/c1ccc(Sc2ccc([N+](=O)[O-])cc2[N+](=O)[O-])o1	-3	3	3	9	15	-9	0	-12	-0.3	-3
CN(CCOc1ccccc1)C(=O)c1cc(S(=O)(=O)N2CCOCC2)ccc1Cl	8	16	-4	2	-9	0	-4	10	-2.0	4
CC(Oc1ccc(Cl)cc1)C(=O)OCC(=O)Nc1ncc(Cl)cc1Cl (configuration not stated)	0	7	-21	0	-8	-3	-6	-1	-0.2	21
Cc1ccc2scc(CN3CCCC3)c2c1	nt	-1	2	4	-1	nt	3	38*	-1.8	-2
Cn1c(=O)c2cc(S(=O)(=O)NCCC(=O)NC3CCCCCC3)ccc2n(C)c1=O	-6	6	1	1	-3	-1	-5	8	-2.1	-1
CCOc1ccccc1NC(=O)CSc1nnc(CNC(=O)c2cccs2)o1	0	7	6	-2	-15	-5	2	-1	-0.6	-6
O=C(c1ccccc1)N1CCN(CC#CC2(O)CCCCC2)CC1	9	0	-14	0	12	4	2	5	0.5	14

(cont.)
SMILES	MITF act	Rtt109 HAT inh	SR-BI HDL uptake	NSD2 HMT inh	PfHsp90 yeast 2	CAL PDZ FP-1	dFosB act	PvdQ acylase	CAL PDZ FP-2	SR-BI uptake up
COc1ccc2c(c1)[nH]c1c(=O)n(/N=C/C3C(C)C=C(C)CC3C)c(=O)[nH]c12 (configuration not stated)	-14	15	-6	-1	11	1	-3	5	-1.6	6
Cc1ccc(C(=O)COC(=O)CN2C(=O)C3CC=CCC3C2=O)cc1[N+](=O)[O-] (configuration not stated)	2	6	3	0	6	-1	5	9	0.0	-3
Cc1cc2ccccc2c(=O)n1CC(=O)NCC(=O)N(C)Cc1ccccc1	1	1	-9	nt	21	-2	-5	-12	-0.5	9
O=C1Cc2ccccc2N1c1c(Cl)cccc1Cl	0	1	5	-1	4	0	-3	-9	-0.4	-5
Cc1nc2cc(NC(=O)CS(=O)(=O)c3ccc(F)cc3)ccc2s1	20	0	-13	1	nt	-4	4	-8	-2.2	13
CC1(C)Cc2c(C#N)c(N3CCN(C(=O)c4ccccc4)CC3)nc(Cc3ccccc3)c2CO1	-8	-10	28	0	-12	nt	-2	-2	-0.7	-28
CC(=O)Nc1ccc(C(=O)OCC(=O)c2ccc(S(=O)(=O)N3CCCCC3)cc2)cc1	6	7	-16	1	-2	-6	0	3	-4.8	16
C=CCOc1ccc2nc(NC(=O)OC)[nH]c2c1	-11	2	-22	0	nt	nt	5	-7	-0.2	22
O=C(CCC(=O)N(CC(=O)NC1CCCCC1)Cc1ccc(F)cc1)Nc1nccs1	nt	-8	nt	4	-5	0	9	0	-2.4	nt
Cc1cc2c(c(=O)n1Cc1ccccn1)C(C(C)C)C(C#N)=C(N)O2 (configuration not stated)	nt	-20	-1	-1	nt	3	5	-13	-1.0	1
CCc1noc(C)c1C(=O)Nc1cc(Cl)ccc1-n1cncn1	-13	0	4	-1	-5	-1	1	6	-1.6	-4
O=C(NCCN1CCCCCC1)C1CCN(S(=O)(=O)N2CCOCC2)CC1	-2	-1	-13	0	18	-4	-7	-17	0.0	13
COC(=O)c1cc(C(=O)OCC(=O)c2ccc3c(c2)NC(=O)CO3)cc([N+](=O)[O-])c1	-4	9	46	2	nt	-3	5	3	-1.5	-46
